# MC4R ag barr: MC4R agonists recruiting beta-arrestin, primary screen, cell-based, luminescence, agonist arm of biased-ligand search; U2OS MC4R beta-arrestin complementation; percent of melanotan II response, DMSO zero; AID 540308, 2011; hit rate 0.98% among 360,000; activation, % at 8.9 µM;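 active = activation above a per-plate cutoff, the mean activation of sample wells on that plate plus 3 SD, cut at about 8% in these data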
# NOD2 RIPK2 PPI: NOD2-RIPK2 binding disruptors in cells, primary screen, fluorescence, CHO cells, BLA complementation | Receptor-interacting serine/threonine-protein kinase 2 (Homo sapiens), O43353 | AID 624267, 2012 | hit rate 0.38% among 360,000 | inhibition, % at 4.98 µM | CCF4 ratio; in the data active = inhibition above about 21%;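 also: 0% = vehicle only and 100% = reference blocker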
# Exocytosis inh: LAMP-1 surface exposure blockers, TALL-104 cells – cell-based, flow cytometry, MLPCN library, primary screen; TALL-104 LAMP-1 surface exposure; cells stimulated with thapsigargin and PMA; inhibition, % at 10 µM; hit rate 0.66% among 360,000;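 active = inhibition above about 55%, limit read from the data; inconclusive = no clear call, values can overlap the other calls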
# ABCB6 inh MLPCN: ABCB6 transporter inhibitors, primary screen, K562-ABCB6 cells, flow cytometry, MLPCN library; K562-ABCB6 porphyrin accumulation, 1 h; active compounds read low; hit rate 0.19% among 360,000; ATP-binding cassette sub-family B member 6 (Homo sapiens), Q9NP58; AID 602162, 2011; fluorescence ratio to DMSO, % at 10 µM;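 active = fluorescence ratio to DMSO below 75%, the collection mean minus 3 SD; inconclusive = too few cells collected in the well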;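 also: signal is porphyrin accumulated inside mitochondria; 100% equals median channel fluorescence of DMSO control wells; lower ratio means ABCB6 inhibition with less porphyrin fluorescence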
# MC4R antag cAMP: MC4R antagonists of cAMP signaling, primary screen, cell-based, TR-FRET, antagonist arm of biased-ligand search. Melanocortin receptor 4 (Homo sapiens), P32245. MC4R-expressing cells, MTII-stimulated cAMP, LANCE TR-FRET. inhibition, % at 6.5 µM. hit rate 0.48% among 360,000;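 active = inhibition above its plate's cutoff, the mean of tested wells on that plate plus 3 SD, cut at about 29% in these data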;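 also: 0% = Melanotan II alone and 100% = Melanotan II plus saturating MCL0020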
#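 material = U2OS cells stably expressing human melanocortin 4 receptor (MC4R) | also added = Melanotan II challenge | dosing = single nominal compound dose of 6.5 µM | detection = TR-FRET with Eu-cAMP and labeled anti-cAMP, 671 nm | replication = singlicate | timing = compound 30 min, challenge 1 h, detection 1 h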
# aDG glyco act: activators of alpha-DG glycosylation, primary screen, uHTS, Pro5-aDG cells, AlphaScreen; alpha-DG glycosylation AlphaScreen (IIH6); 0% Pro5, 100% B10-LARGE cell signal; activation, % at 10 µM; hit rate 0.22% among 360,000; AID 624168, 2012;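 active = activation of at least 8% versus controls, or a plate z-score of at least 8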;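 also: Pro5 are CHO cells carrying HIG-tagged alpha-DG that lacks glycosylation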
# Vif imaging: HIV Vif self-association inhibitors, primary screen, imaging, HEK293T, single point | HEK293T cells, Vif self-association by quenched fluorescence, 24 h | inhibition, % at 7.49 µM | hit rate 0.35% among 340,000 | AID 602346, 2012; in the data active = inhibition above about 50%, passing the limit was not always enough; inconclusive = no clear call, values can overlap the other calls; inactive = below about 31%; also: some results filed as inactive read as strong as hits
# TLR9-MyD88 inh: inhibitors of TLR9-MyD88 association in cells, primary screen, cell-based, CHO, BLA complementation, fluorescence | Toll-like receptor 9 (Homo sapiens) + Myeloid differentiation primary response protein … | hit rate 0.21% among 340,000 | inhibition, % at 4.98 µM | CCF4 FRET ratio;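 active = inhibition above the mean over all tested compounds plus 3 SD, cut at about 21% in these data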;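 also: 0% = DMSO only wells and 100% = clavulanate BLA inhibitor control wells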
# Target sequence (Q99836 whole entry, looked up): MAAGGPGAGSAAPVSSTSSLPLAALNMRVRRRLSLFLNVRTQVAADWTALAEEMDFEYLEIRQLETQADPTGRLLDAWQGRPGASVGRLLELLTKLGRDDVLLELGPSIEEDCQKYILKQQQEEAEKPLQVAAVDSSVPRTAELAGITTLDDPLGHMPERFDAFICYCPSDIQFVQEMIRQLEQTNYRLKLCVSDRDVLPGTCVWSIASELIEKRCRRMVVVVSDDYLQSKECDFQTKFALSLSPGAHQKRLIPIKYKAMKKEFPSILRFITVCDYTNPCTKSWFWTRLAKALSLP
# Target sequence (Q9NR96 whole entry, looked up): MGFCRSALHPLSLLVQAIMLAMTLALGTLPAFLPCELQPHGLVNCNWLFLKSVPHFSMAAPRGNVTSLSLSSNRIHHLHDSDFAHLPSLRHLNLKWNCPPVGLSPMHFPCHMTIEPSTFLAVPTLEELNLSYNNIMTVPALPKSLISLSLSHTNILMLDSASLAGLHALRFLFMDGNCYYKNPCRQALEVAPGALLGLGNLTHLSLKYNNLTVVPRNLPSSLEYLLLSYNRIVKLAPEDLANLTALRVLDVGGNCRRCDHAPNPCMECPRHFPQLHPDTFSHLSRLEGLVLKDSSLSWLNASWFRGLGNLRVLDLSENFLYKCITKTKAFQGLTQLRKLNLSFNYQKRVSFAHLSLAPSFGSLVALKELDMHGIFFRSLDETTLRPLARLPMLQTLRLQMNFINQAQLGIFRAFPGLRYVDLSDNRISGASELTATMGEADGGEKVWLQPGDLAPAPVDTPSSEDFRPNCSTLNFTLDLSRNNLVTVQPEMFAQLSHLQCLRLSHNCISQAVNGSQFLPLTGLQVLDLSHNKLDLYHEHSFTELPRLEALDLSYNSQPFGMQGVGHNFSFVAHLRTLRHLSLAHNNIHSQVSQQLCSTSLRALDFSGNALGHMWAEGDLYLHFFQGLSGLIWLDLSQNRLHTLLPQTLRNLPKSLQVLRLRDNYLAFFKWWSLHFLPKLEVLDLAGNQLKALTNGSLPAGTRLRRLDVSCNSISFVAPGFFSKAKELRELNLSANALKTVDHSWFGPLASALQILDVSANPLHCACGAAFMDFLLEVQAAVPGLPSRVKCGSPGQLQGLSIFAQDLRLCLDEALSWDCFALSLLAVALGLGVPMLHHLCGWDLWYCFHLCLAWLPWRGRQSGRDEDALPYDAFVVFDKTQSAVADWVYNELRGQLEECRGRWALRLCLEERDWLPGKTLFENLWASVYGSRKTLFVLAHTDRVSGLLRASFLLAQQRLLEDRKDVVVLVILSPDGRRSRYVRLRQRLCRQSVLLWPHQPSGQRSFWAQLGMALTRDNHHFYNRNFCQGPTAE
# Glyco luc inh: increase of ERlucT glycosylation luciferase signal, primary screen, N-linked glycosylation inhibitor project, D54 ERlucT cells, luminescence, set 2; D54 ERlucT glycosylation luciferase reporter, 24 h; percent of 100 nM tunicamycin response; reporter increase, % at 12.5 µM; hit rate 0.23% among 360,000; AID 588692, 2011;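 active = mean luciferase reporter signal, scaled so untreated is 0 and the glycosylation-blocking control 100, at or above a set limit in every replicate; inconclusive = mean reaches the limit but not every replicate does; inactive = mean below the limit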;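 also: luciferase carries N-glycosylation sites so blocking glycosylation raises the light; 0% = median of neutral control wells and 100% = median of 100 nM tunicamycin wells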
# ABHD5 PLIN5 PPI: ABHD5-PLIN5 interaction inhibitors, primary screen, cell lysate, split luciferase complementation, luminescence; Perilipin-5 (Homo sapiens) + 1-acylglycerol-3-phosphate O-acyltransferase ABHD5 (Homo …; Split G. princeps luciferase complementation, 4 h; inhibition, % at 4 µM; hit rate 0.78% among 360,000;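 active = inhibition above the mean inhibition across every tested compound plus 3 SD, cut at about 22% in these data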;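 also: 0% = DMSO only wells and the 100% control is not disclosed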
# An asterisk follows results filed as active; ? = inconclusive; / = no result given; & = joins results of further samples. The list is partial; rates above refer to the full screens.
SMILES,MC4R ag barr,NOD2 RIPK2 PPI,Exocytosis inh,ABCB6 inh MLPCN,MC4R antag cAMP,aDG glyco act,Vif imaging,TLR9-MyD88 inh,Glyco luc inh,ABHD5 PLIN5 PPI
CCCOC(=O)c1ccc(OC(=O)c2ccco2)cc1,1.0,7,-2,98,-11,0.1,-7,-1,1,-3
O=c1[nH]c2cc3c(cc2cc1CN(Cc1cccs1)Cc1nnnn1Cc1ccco1)OCCO3,0.9,4,2,108,9,0.0,0,9,1,11
CN(C)/C=C1\C(=O)N(c2ccc([N+](=O)[O-])cc2)N=C1c1ccccc1,0.1,-11,-6,89,-5,-0.4,0,2,2,5
CC1CCc2c(sc3nc(CN4CCN(S(=O)(=O)c5ccccc5[N+](=O)[O-])CC4)[nH]c(=O)c23)C1 (configuration not stated),-1.4,-6,-1,96,9,0.2,-3,4,0,-2
CN(C(=O)C(Cl)Cl)c1ccc(OC(=O)c2ccco2)cc1,-1.3,-20,-6,104,-7,0.1,1&-1,-9,2,1
c1ccc2c(NCC3CCCO3)nc(N3CCOCC3)nc2c1 (configuration not stated),1.5,-9,-6,98,-4,-0.1,8,8,-1,4
Cc1ccc(OCC2Cn3c(nc4c3c(=O)[nH]c(=O)n4C)O2)cc1 (configuration not stated),-2.8,2,4,99,7,0.2,5,-2,2,3
O=C(Nc1nc2ccccc2[nH]1)Nc1ccccc1F,1.8,2,-7,99,11,0.2,1,-3,-9,3
COc1cc(=O)[nH]c(SCc2c(F)c(F)c(F)c(F)c2F)n1,-2.9,-3,-7,92,10,0.2,-8,4,0,-5
Cc1ccc(NC(=O)c2ccc(CSc3nnc(-c4ccncc4)n3C)cc2)cc1,-1.1,-3,1,98,-1,2.8,-5,4,4,1
CC(Sc1nc(C2CC2)n(-c2ccccc2)n1)C(=O)c1c(N)n(C)c(=O)n(C)c1=O (configuration not stated),-1.7,-18,-2,99,3,-0.2,/,-4,3,-1
CCOC(=O)c1oc2ccccc2c1COC(=O)CNC(=O)c1ccco1,-2.1,-3,-3,99,-4,0.2,-4,1,3,4
CN(CC(O)Cn1c2ccccc2c2ccccc21)S(C)(=O)=O (configuration not stated),3.9,-3,0,104,8,0.5,-7,-15,1,10
COc1ccc(OCC(O)CN2CCC(CN3C(=O)c4cccc5cccc(c45)C3=O)CC2)cc1 (configuration not stated),2.9,5,7,89,-2,1.1,-1,-1,14,25*
CCOC(=O)C1=C(C)NC(=O)NC1c1ccsc1 (configuration not stated),-0.8,-19,-7,95,-2,-0.2,46,-2,2,-1
CNc1nc2c(C)cccn2c(=O)c1C=Nc1ccc(OC)cc1,-1.3,1,-2,99,-2,-0.3,/,-2,-2,-2
COc1ccc(N(C)S(=O)(=O)c2cccc(C(=O)NC3CCCCCC3)c2)cc1,-1.2,-3,5,91,1,3.1,-6,0,-4,-3
c1ccc(-c2csc(N3CCSCC3)n2)cc1,-3.5,5,-1,95,2,-0.1,-5,-1,-2,-7
C#CCOCCOCCOCCNc1nc(N2CCN(C(=O)[C@H](C(C)C)n3cc(CCO)nn3)CC2)nc(N2CCN(C(=O)[C@H](Cc3ccc(O)cc3)n3cc(CCO)nn3)CC2)n1,-1.3,9,17,98,-5,0.0,/,1,1,4
O=C(CN1CCCc2ccccc21)N/N=C/c1ccccc1,-0.8,1,1,195,6,0.1,14,-10,-3,-4
CC1CCCCC1NC(=O)Cn1c(=O)cnc2ccccc21 (configuration not stated),-1.6,-12,25,104,1,0.0,21,11,0,-1
CCN(CC)C(=O)C1=C(C)N(Cc2ccc(C(C)(C)C)cc2)C(=O)C(CC(=O)NCCN2CCOCC2)C1 (configuration not stated),-0.8,-10,5,103,7,-0.1,-20,-17,0,-6
O=C(CN(c1ccccc1)S(=O)(=O)c1ccccc1[N+](=O)[O-])Nc1ccccc1C(=O)N1CCOCC1,0.6,-3,-1,97,19,0.3,4,-3,0,-3
O=C(NCc1ccc2c(c1)OCO2)c1ccc(CS(=O)(=O)c2ccc(Br)cc2)o1,-1.0,-12,2,98,7,0.0,-6,0,-2,11
CC1CCCN(c2nc(-c3cccnc3)nc3scc(-c4ccccc4)c23)C1 (configuration not stated),0.5,8,38,106,37*,0.3,-16,1,-8,-4
O=C(COC(=O)CNC(=O)c1ccccc1F)NCCNC(=O)COC(=O)CNC(=O)c1ccccc1F,-0.9,-3,6,102,-1,-0.3,7,-2,1,-2
COc1ccc(C(=O)N2CCN(C(=O)Cc3ccccc3)CC2)cc1OC,0.2,-3,3,101,-1,-0.1,-2,9,0,1
COc1ccc(C2=NN(C(=O)CN3CCCCC3)C(c3ccc(C)cc3)C2)cc1 (configuration not stated),-2.6,-3,0,88,6,0.2,4,-12,-6,-1
Cc1ccccc1OCC(=O)NCCNC(=O)c1cccnc1,0.6,-5,-18,94,-1,0.0,44,-7,1,6
CC(C)(C)NC(=O)c1cccc2c1OC(C)(C)C2,-2.0,4,-2,102,4,-0.2,1,0,4,-5
CC(C)C(=O)NCCCc1ccccc1,-0.6,0,-1,87,10,0.4,-8,-2,0,3
COc1ccc(CCn2c(=N)c(C(=O)NCc3ccco3)cc3c(=O)n4cccc(C)c4nc32)cc1,-2.4,-2,33,107,-2,0.2,/,-3,?,12
NC(=S)N=Nc1ccc(NN=C(N)N)cc1,-1.7,4,-2,92,-12,0.6,-1,-5,-7,-13
O=C1CCC/C1=C\c1ccccc1,-2.1,-3,-2,102,19,0.1,6,-4,1,5
CCOc1ccc(NC(=S)NCCCn2ccnc2)cc1,-0.7,7,3,100,17,-0.2,-1,-14,2,2
O=C(Nc1ccc(N2CCN(C(=O)c3cccs3)CC2)cc1)c1ccc([N+](=O)[O-])o1,-3.8,6,2,99,-27,0.0,13,7,-23,5
Cc1cc2c(C)cc(=O)[nH]c2cc1NC(=O)CCl,0.0,-2,-3,95,-2,0.0,2,3,16,8
Cc1cnc(C(=O)OC(C)C(=O)c2c(C)[nH]c3ccccc23)cn1 (configuration not stated),-1.1,-1,3,95,-1,-0.2,-14,5,0,0
COc1ccc(-c2c(C#N)c(N)nc3c2c(=O)n(C)c(=O)n3C)cc1Cl,-1.5,-3,-2,/,-4,0.1,8,3,2,-4
O=c1c2ccccc2ncn1Cc1cccc2ccccc12,-1.7,6,5,92,1,0.1,-24,-7,-4,1
CCOC(=O)c1ccccc1Cc1nc2ccccc2c(=O)[nH]1,0.0,-2,3,97,6,-0.1,-1,-2,2,9
CN1CCN(C(=O)c2cn(-c3ccccc3)nc2-c2cccs2)CC1,-1.4,11,0,103,3,-0.4,7,-1,2,0
COc1cccc(CNC(=O)CN2C(=O)COc3ccc(S(=O)(=O)N4CCCC4)cc32)c1,-0.6,-9,-2,103,4,0.1,-3,-15,3,-8
C[C@@H]1CN([C@H](C)CO)C(=O)CCCn2nncc2CO[C@@H]1CN(C)S(=O)(=O)c1cccc(C#N)c1,1.1,-13,-3,105,10,0.1,4,-1,2,2
N#Cc1ccc(C23CC4(C2)[C@H](CN(CC2CCCCC2)[C@@H]4c2ccccc2)C3c2ccccc2)cc1 (some centres not stated),3.3,-2,-8,91,6,-0.3,-4,-7,-9,-10
CC1=CC(c2ccccc2)n2nc(NS(=O)(=O)c3ccc(C)cc3)nc2N1 (configuration not stated),1.1,-6,0,97,16,0.0,14,-1,0,-3
CC1CCCN(C(=O)COc2ccc3c(c2)OCO3)C1 (configuration not stated),-3.6,-3,6,101,-2,0.0,-10,2,-2,-2
COc1ccc(Cn2c(=S)[nH]c3ccsc3c2=O)cc1,1.3,-5,-4,94,10,-0.1,0,0,4,-1
Nc1cc(C(=O)c2ccccc2)ccc1N1CCOCC1,-3.2,-7,0,95,0,0.0,4,2,-4,-6
CCN(C[C@H]1N[C@@](CC)(C(=O)OC)[C@H]2C(=O)N(C)C(=O)[C@@H]12)C(=O)Nc1ccc(C(F)(F)F)cc1,-1.9,2,-2,103,-4,0.2,-18,1,2,6
NC(=O)C1(N2CCCCC2)CCN(C(=O)NC2CCCCC2)CC1,0.0,-8,-1,105,3,-0.1,1,-10,3,-1
O=C(NNC(=O)C1CCN(c2ncccn2)CC1)c1ccncc1,1.4,-14,1,100,-3,-0.3,-1,5,1,2
O=C(CSc1nnc2c(Cl)cc(Cl)cn12)N1CCOCC1,-1.3,-1,1,96,1,0.0,5,3,2,1
O=C(CCCn1c(=S)[nH]c2cc3c(cc2c1=O)OCO3)N1CCc2ccccc2C1,-0.5,-3,-2,97,0,-0.1,5,-5,-2,-6
CO/N=C/C(=N\Nc1ccc(OC)cc1)C(=O)c1ccc(OC)cc1,1.9,-3,16,102,-12,-0.4,-7,2,13,0
Cn1cc(CN2CCC(CO)(CCCc3ccccc3)CC2)c(-c2ccccc2)n1,4.0,-4,33,96,-2,0.6,15,-14,-1,10
CCc1c(C)c(C#N)c2nc3ccccc3n2c1N(C)C,-1.4,-3,-3,88,-1,0.1,/,-5,2,8
COc1ccc(C(=O)C2CCCN(S(=O)(=O)c3ccc(C(C)=O)cc3)C2)c(C)c1 (configuration not stated),-1.8,1,1,95,2,1.3,-11,-1,-1,-5
O=C1NC(=O)/C(=C\c2ccc(O)cc2O)S1,-2.3,6,1,103,-17,0.3,6,3,-1,0
CCCCOc1nc2ccccc2nc1NS(=O)(=O)c1ccc(F)cc1,-0.4,-6,13,113,2,0.0,-13,-16,0,-14
Cn1c(SCc2cc(=O)[nH]c3ccccc23)nnc1-c1ccc(Br)cc1,-1.7,-8,-3,98,-1,0.1,44,4,-2,6
Cc1ccc(-c2cc3onc(-c4ccccc4)c3c(=O)n2C)cc1,-2.4,-9,-4,92,5,0.4,8,-7,-22,-4

# Screens: PubChem, several laboratories
